HepG2 tox – kills HepG2 cells in TGF-b inhibitor counter-screen; AID 588856; Potency, µM (highest dose often 46.1 µM), for the others: at the highest dose activity change, negative = cytotoxicity, hits mostly cytotoxic; HepG2 CAGA-GFP viability, ATP luminescence, 18 h; 410,000 tested, 0.76% active; note: some results filed as inactive show a strong effect at the top dose
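HepG2 CAGA-GFP cells (1000/well, DMEM with 1% FBS) received compound, then TGF-beta at 500 pg/mL final, and were incubated 18 hours at 37 degrees C. Viability was read by CellTiter-Glo luminescence. Media-only wells were set as complete cell-killing and DMSO as no toxicity.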
EPAC2 antagonist – blocks human EPAC2 exchange factor | 360,000 tested, 0.18% active | EPAC2 GEF exchange of Rap1B-BODIPY-GDP, fluorescence | Potency, µM (titrated, usually from 114 µM), without a hit: top-dose activity, negative = inhibition, actives largely listed as inhibitors | Q8WZA2; note: % is set by controls: 0 for no effect and ±100 for the full control effect; nearly all actives have a fitted effect of over 45% in size; many of its hits are not listed in these tables
Target sequence (Q8WZA2 whole entry, looked up): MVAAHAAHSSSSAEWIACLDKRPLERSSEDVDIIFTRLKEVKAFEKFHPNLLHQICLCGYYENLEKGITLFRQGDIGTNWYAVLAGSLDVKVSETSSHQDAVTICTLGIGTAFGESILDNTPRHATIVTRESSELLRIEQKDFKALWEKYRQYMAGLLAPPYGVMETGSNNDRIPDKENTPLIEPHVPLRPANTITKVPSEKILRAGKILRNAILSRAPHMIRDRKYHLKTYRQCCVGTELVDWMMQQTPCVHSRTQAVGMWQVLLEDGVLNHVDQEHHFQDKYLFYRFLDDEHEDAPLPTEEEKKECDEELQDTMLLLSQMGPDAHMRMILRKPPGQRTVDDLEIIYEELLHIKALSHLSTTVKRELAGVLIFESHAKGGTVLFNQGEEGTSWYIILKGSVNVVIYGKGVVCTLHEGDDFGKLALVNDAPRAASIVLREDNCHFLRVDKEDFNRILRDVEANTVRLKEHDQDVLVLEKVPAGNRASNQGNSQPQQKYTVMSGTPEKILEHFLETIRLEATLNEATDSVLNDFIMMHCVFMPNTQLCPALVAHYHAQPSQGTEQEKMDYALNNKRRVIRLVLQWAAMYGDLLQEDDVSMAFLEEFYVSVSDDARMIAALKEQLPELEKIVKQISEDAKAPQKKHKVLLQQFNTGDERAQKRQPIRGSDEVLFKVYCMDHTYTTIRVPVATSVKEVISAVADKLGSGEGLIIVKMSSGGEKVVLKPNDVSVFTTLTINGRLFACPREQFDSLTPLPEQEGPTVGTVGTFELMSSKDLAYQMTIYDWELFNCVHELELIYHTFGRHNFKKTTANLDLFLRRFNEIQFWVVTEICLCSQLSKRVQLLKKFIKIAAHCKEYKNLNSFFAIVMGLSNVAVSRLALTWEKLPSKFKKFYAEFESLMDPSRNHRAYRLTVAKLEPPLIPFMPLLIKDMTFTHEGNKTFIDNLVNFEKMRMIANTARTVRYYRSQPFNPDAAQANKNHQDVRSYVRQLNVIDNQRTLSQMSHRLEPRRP
MCF10A rereplic – inducers of DNA re-replication in MCF 10A breast cells | MCF 10A DNA re-replication, Hoechst nuclear intensity, 48 h | Potency, µM (top dose mostly 46.1 µM), without a hit: at the highest dose activity, positive = re-replication, usual class: activators | 350,000 tested, 2.9% active | AID 624296; note: % of control where 0% means no effect; nearly all actives have a fitted effect of over 50% in size
Nrf2 block – inhibitors of Nrf2 signaling; A549 ARE-Fluc reporter, luciferase luminescence, 18-24 h; Potency, µM (top dose mostly 46 µM), without a hit: top-dose activity change, negative = inhibition, usual class: inhibitors; 360,000 tested, 2.1% active; note: % is set by controls: 0 for no effect and ±100 for the full control effect; nearly all actives have a fitted effect of over 60% in size
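Quantitative HTS in A549 cells stably bearing an antioxidant response element-firefly luciferase construct. Inhibition of Nrf2-driven transcription was scored by luminescence after 18-24 h of compound exposure at 37 °C.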
S2 tox – reduces viability in counter-screen for ATXN expression inhibitors; S2 cells (HEK-293 line with an ATXN2-luciferase reporter) viability, CellTiter-Fluor protease fluorescence, 24 h; 400,000 tested, 0.49% active; AID 651635; Potency, µM (highest dose often 56.7 µM), usual class: cytotoxic; note: nearly all actives have a fitted effect of over 40% in size
Nrf2 activator – activates Nrf2 signaling | AREc32 ARE-luciferase reporter (MCF7-derived line), luminescence, 24 h | Potency, µM (titrated, usually from 46.1 µM), without a hit: at the top dose activation, hits mostly activators | 410,000 tested, 0.31% active | AID 624171; note: % of control where 0% means no effect; nearly all actives have a fitted effect of over 65% in size
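AREc32 cells carrying an ARE-driven firefly luciferase reporter were seeded at 1000 cells/well in OPTI-MEM with 5% FBS, then exposed to compound for 24 hr at 37 deg C. Luminescence was read with Steady-Glo after 30 min at RT.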
TGFb SMAD3 inh – inhibitors of TGF-b signaling. 410,000 tested, 1.2% active. HepG2 CAGA-GFP TGF-b/SMAD3 reporter, GFP fluorescence, 18 h; TGF-beta stimulated, 500 pg/mL final. AID 588855. Potency, µM (top dose mostly 46.1 µM), without a hit: at the highest dose activity, negative = inhibition, usual class: inhibitors; note: % is set by controls: 0 for no effect and ±100 for the full control effect; nearly all actives have a fitted effect of over 65% in size
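TGF-beta reporter screen: HEPG2 CAGA-GFP, 1% FBS, 500 pg/mL TGF-beta final, 18 h; per-cell GFP summed per well; curves fitted and categorized by class.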
A549 tox – A549 cytotoxicity, counter-screen for Nrf2 inhibitors | AID 504648 | A549 ARE-Fluc cells, CellTiter-Fluor viability, 18-24 h | 390,000 tested, 0.16% active | Potency, µM (titrated, usually from 46 µM), inactives show at the top dose activity change, negative = cytotoxicity, hits mostly inhibitors; note: % is set by controls: 0 for no effect and ±100 for the full control effect
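Cytotoxicity counterscreen: CellTiter-Fluor fluorescence was measured in A549 ARE_Fluc cells after 18-24 h of compound exposure in a concentration series. The subsequent BugLite luminescent read reports ARE-luciferase activity.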
ATXN2 expr inh – inhibitors of ATXN2 expression; 360,000 tested, 0.72% active; Potency, µM (titrated, usually from 57 µM), without a hit: at the highest dose activity change, negative = inhibition, most hits filed as inhibitors; HEK-293 ATXN2-luciferase reporter, luminescence, 24 h; AID 1745845; note: % is set by controls: 0 for no effect and ±100 for the full control effect; nearly all actives have a fitted effect of over 55% in size
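qHTS (up to 57 uM final) was run with 24 h compound exposure of reporter cells at 37 °C. Each well was multiplexed: SteadyGlo luminescence measured ATXN2-luciferase expression after a fluorogenic Gly-Phe-AFC viability readout (25 uM final).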
An asterisk follows results filed as active; i = inactive; ? = inconclusive; . = not tested or not shown; & = joins results of further samples; [ ] = remark or other dose. Calls come from the whole dose curve; as a rule, active = well fitted curve in the direction sought with a large enough effect; inconclusive = small, poorly fitted or top-dose-only effect, or another doubt; inactive = no such curve, though single readings can be large; an effect the other way counts as inactive or inconclusive. Potency is the fitted concentration of half-maximal effect. This is a subset, so the mix of outcomes need not match the whole.

Key to letters – A = HepG2 tox; B = EPAC2 antagonist; C = MCF10A rereplic; D = Nrf2 block; E = S2 tox; F = Nrf2 activator; G = TGFb SMAD3 inh; H = A549 tox; I = ATXN2 expr inh
COc1ccc(/C=C2/SC(=S)N(Cc3ccccc3)C2=O)cc1O
  A = -89%	B = -1%	C = ?	D = ?	E = i	F = -0.4%	G = ?	H = ?	I = 5%

Cc1cc(C)c(S(=O)(=O)N2CCCCC2)c(C)c1N(C)S(=O)(=O)c1ccccc1
  A = -14%	B = -2%	C = -9%	D = ?	E = i	F = 0.1%	G = ?	H = 0%	I = -12%

COc1ccc(-c2cc3nc(C)c(CCC(=O)Nc4ccccc4C(C)=O)c(C)n3n2)c(OC)c1
  A = 0%	B = .	C = .	D = ?	E = i	F = -2.2%	G = 2%	H = 0%	I = -34%

C=CCOc1ccc(CNc2nccs2)cc1
  A = -18%	B = 10%	C = 1%	D = ?	E = ?	F = 4.0%	G = 12%	H = -7%	I = 34%[activator]

O=C(NCCN1C(=O)S/C(=C\c2ccccc2Cl)C1=O)C1=COCCO1
  A = -22%	B = 14%	C = 7.3µM*	D = 16%	E = ?	F = 1.7%	G = -12%	H = -9%	I = 7%

O=C(Cc1ccc(NC(=O)C2CCN(C(=O)C3CC3)CC2)cc1)Nc1ccc(C(=O)N2CCOCC2)cc1
  A = -13%	B = -3%	C = -6%	D = 5%	E = i	F = -0.3%	G = -9%	H = 5%	I = 0%

CC(=O)Nc1ccc(C(=O)Nc2cc(S(=O)(=O)N3CCOCC3)ccc2N2CCOCC2)cc1
  A = 6%	B = 10%	C = -7%	D = 11%	E = i	F = 0.2%	G = -5%	H = -14%	I = -3%

O=C(O)c1ccc2c(c1)N(Cc1cccc(F)c1)C(=O)CS2
  A = -30%	B = 1%	C = 4%	D = -15%	E = i	F = -1.3%	G = -16%	H = -4%	I = -12%

COc1ccc(N2CCN(C(=O)c3ccc4c(c3)CCN4S(=O)(=O)c3ccccc3)CC2)cc1
  A = -6%&-39%	B = -7%	C = -1%	D = ?	E = ?	F = 3.7%&-0.9%	G = ?	H = 18%&-21%	I = -19%

CCOC(=O)c1c(-c2ccc(OC)cc2)csc1NC(=O)COc1ccc2c(C)cc(=O)oc2c1
  A = 0%	B = 12%	C = 18%	D = 13%	E = i	F = -0.3%	G = 0%	H = 0%	I = 0%

COc1ccc(NC(=O)C2CC(=O)n3cnnc3S2)cc1 (configuration not stated)
  A = -9%	B = -7%	C = ?	D = 19%	E = i	F = 2.9%	G = 4%	H = -1%	I = 1%

CCCC(=O)OCC(=O)NCc1ccc(Cl)cc1
  A = 0%	B = 7%	C = 2%	D = ?	E = i	F = -0.3%	G = 58%[activator]	H = -1%	I = -2%

Cn1nnnc1Sc1ncnc2scc(-c3cc4ccccc4o3)c12
  A = 4.5µM*	B = -1%	C = ?	D = ?	E = 13µM*	F = ?	G = 2.5µM*	H = -27%&-18%	I = 5.6µM*

CC(C)(C)OC(=O)C[C@H]1C/C=C\C[C@H](CC(=O)N[C@H](CO)Cc2ccccc2)C(=O)N[C@@H](Cc2ccccc2)COC1=O
  A = -1%	B = 3%	C = 14%	D = 0%	E = i	F = 0.5%	G = ?	H = -5%	I = 8%

Cc1cc(C)cc(-n2c(=O)c3sccc3n(CC(=O)NCc3ccco3)c2=O)c1
  A = 4%	B = -2%	C = 29%	D = .	E = ?	F = -0.6%	G = -13%	H = -17%	I = -19%

Complete entries, looked up by structure.
COc1ccc(NC(=O)C2CC(=O)n3cnnc3S2)cc1 (configuration not stated) across the screens: HepG2 tox: -9%; EPAC2 antagonist: -7%; MCF10A rereplic: ?; Nrf2 block: 19%; S2 tox: i; Nrf2 activator: 2.9%; TGFb SMAD3 inh: 4%; A549 tox: -1%; ATXN2 expr inh: 1%
COc1ccc(N2CCN(C(=O)c3ccc4c(c3)CCN4S(=O)(=O)c3ccccc3)CC2)cc1 across the screens: HepG2 tox: -6%&-39%; EPAC2 antagonist: -7%; MCF10A rereplic: -1%; Nrf2 block: ?; S2 tox: ?; Nrf2 activator: 3.7%&-0.9%; TGFb SMAD3 inh: ?; A549 tox: 18%&-21%; ATXN2 expr inh: -19%

New compounds follow
| Compound | HepG2 tox | EPAC2 antagonist | MCF10A rereplic | Nrf2 block | S2 tox | Nrf2 activator | TGFb SMAD3 inh | A549 tox | ATXN2 expr inh |
| --- | --- | --- | --- | --- | --- | --- | --- | --- | --- |
| COCCCNC(=S)NC(=O)c1ccc(C)cc1 | -3% | 5% | 5% | ? | i | 0.0% | 22% | 11% | 43%[activator] |
| CC(=O)OCCC(NS(=O)(=O)OCC(Cl)(Cl)Cl)c1ccccc1 (configuration not stated) | -5% | 1% | 5% | -19% | i | 0.1% | -14% | -2% | 3% |
| Cc1ccc2[nH]c(=O)c(CN(CC3CCCO3)C(=O)c3ccncc3)cc2c1 (configuration not stated) | -1% | -6% | 5% | 18% | i | -0.7% | 3% | -2% | 5% |
| O=C(Nc1ccc2oc(-c3ccccc3)nc2c1)c1ccc2c(c1)OCCO2 | -35% | 4% | 21µM* | 9.2µM* | ? | -0.5% | -13% | ? | -19% |
| O=C(Nc1ccc(NC(=O)C2CC2)nc1)c1ccccc1F | 17% | 3% | -13% | 10% | i | 0.1% | ? | -6% | 71%[activator] |
| CCC(C)NC(=O)c1cnn2c1NC(c1ccc3c(c1)OCO3)CC2C(F)(F)F (configuration not stated) | 7% | 2%[57.1 µM] | 3% | ? | i | 0.4% | -1% | -18% | 0% |
| CCOc1cc(-c2ccc(OC(=O)c3ccc(C)cc3)c(OC)c2)cc(=O)c2c(C)oc(C)c12 | -34% | . | . | ? | . | 14% | ? | 0% | . |
| S=C(NCc1ccccc1)N1CCCCC1 | -17% | 5% | -2% | 4% | i | 0.1% | -5% | 10% | . |
| COc1cccc2c1cc1c(=O)n(CC(=O)N3CCN(c4ccccc4F)CC3)nc(C)n12 | 2% | . | . | -7% | . | -0.4% | -21% | -4% | . |
| CCN(CC)C(=O)Oc1cc(COC)nc(-c2ccccc2)n1 | 14% | -2% | 1% | 2% | i | -0.7% | -11% | 1% | -11% |
| Cc1nnc2n(C3CCCCC3)c(=O)c3c4c(sc3n12)COC(C)(C)C4 | -16% | -4% | 2% | -25% | i | -0.4% | -1% | -10% | -5% |
| COc1ccccc1CCNC(=O)C1CCC(=O)N(C2CC2)C1 (configuration not stated) | -21% | 3% | 0% | -19% | i | -0.6% | -2% | -1% | . |

Ordered by value in Nrf2 block (highest first): some entries from above
SMILES	Nrf2 block
Cc1ccc2[nH]c(=O)c(CN(CC3CCCO3)C(=O)c3ccncc3)cc2c1 (configuration not stated)	18%
CCN(CC)C(=O)Oc1cc(COC)nc(-c2ccccc2)n1	2%
COc1cccc2c1cc1c(=O)n(CC(=O)N3CCN(c4ccccc4F)CC3)nc(C)n12	-7%
